Pf Dd2 growth: Plasmodium falciparum Dd2 growth inhibition. P. falciparum Dd2 growth, SYBR Green, 72 h. Potency, µM (titrated, usually from 28.9 µM), inactives show top-dose activity, negative = inhibition, most hits filed as inhibitors. 120,000 tested, 4.3% active; active means well fitted inhibition curve with a large enough effect; inconclusive means small, poorly fitted or top-dose-only effect; inactive means no such curve, though single readings can be large or run the other way;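 further: plate controls were DMSO vehicle for no effect and reference drug for full effect; nearly all actives have a fitted effect of over 65% in size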
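Readout: SYBR Green fluorescence, 485 nm excitation, 535 nm emission, after ~16 h lysis at 37C. Before that, Dd2-infected red cells (2.5% hematocrit) grew 72 h with compound, 29 uM top final concentration.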
An asterisk follows results filed as active; i = inactive; ? = inconclusive; & = joins results of further samples; [ ] = dose if it differs, or a comment. Potency means the concentration at half of the fitted maximal effect.

SMILES	Pf Dd2 growth
Cc1cn2c(=O)cc(COc3ccccc3NC(=O)c3ccco3)nc2s1	28%
Cc1cc(C)n(-c2nnc(Nc3ccc(C)c(Cl)c3)c3ccccc23)n1	i
COc1ccc(CN2CCc3nc(C(=O)Nc4ccc(Cl)cc4)oc3CC2)cn1	2.5µM*
O=C(c1ccc(Cl)cc1)n1nc(-c2ccco2)nc1NCc1cccs1	14%
CS(=O)(=O)NCC(c1ccco1)N1CCN(c2ccc(F)cc2)CC1 (stereo unspecified)	i
CC(=O)N1CCc2cc(Br)cc(S(=O)(=O)N3CCN(c4cc(C)ccc4C)CC3)c21	64%[activator]
Cc1ncsc1C(=O)N1CCC2(CCCN(CC3CCCCC3)C2=O)C1 (stereo unspecified)	-2%
CCn1ccc2oc(C)c(C(=O)N3CCN(c4cccc(C)c4C)CC3)c2c1=O	-8%
O=C(NCc1ccc(F)cc1)N1CCC2(CC1)N(CC1CC1)C(=O)CS2=O (stereo unspecified)	0%
COc1ccc(OC)c(NC(=O)CSc2nc(=O)n(CCN(C)C)c3c2CCC3)c1	4%
COCCOC1CN(C2CCN(C(=O)c3ccc(C)s3)CC2)C12CCCCC2 (stereo unspecified)	?
CCC(C(=O)NCc1nnc2ccc(-c3ccc(OC)cc3)nn12)c1ccccc1 (stereo unspecified)	-17%
COc1ccc(OCc2nc(C3CN(C(=O)Cc4ccccc4F)C3)no2)cc1	?
Cc1cccc(C(=O)N2CC(N(Cc3cccnc3)S(C)(=O)=O)C2)c1	6%
COc1cc(NC(=O)COCc2cc(-c3ccc(F)cc3)on2)cc(OC)c1OC	-19%
COc1ccc(-c2cc(C(F)(F)F)nc(SCCC(=O)Nc3cccc(O)c3)n2)cc1	?
Cc1cccc(CC(=O)N(C)CC2CCOCC2)c1	39%
CC(=O)Nc1ccc(Nc2ncnc3sc4c(c23)CCCC4)cc1	-12%
O=C(N[C@@H]1CCOC[C@H]1Oc1cccc(F)c1)c1ccc(-n2ccnc2)cc1	-21%
Cc1cccc(-c2noc(-c3ccc(NCc4ccccc4)c([N+](=O)[O-])c3)n2)c1	31%[activator]
CNC(=O)[C@@H]1C[C@@H](O)CN1C1CCN(C(=O)c2ccccc2)CC1	8%
COc1cccc(-c2ccc(NC(=O)C3CCCN3C(=O)C3(C)CC3)cc2)c1 (stereo unspecified)	-1%
Cc1cccc(N2CCN(C(=O)CCc3c(C)nc4ncnn4c3C)CC2)c1C	31%[activator]
COc1cccc2c1NC(=O)CC2C(=O)N1CCc2c(nc[nH]c2=O)C1 (stereo unspecified)	-19%
COc1ccc(C(=O)N2CCC3(CC2)N(C)C(=O)CS3(=O)=O)cn1	5%
SMILES	Pf Dd2 growth
COc1ccc(-c2ccc3nc(-c4ccccc4C)oc3c2)c(OC)c1OC	-23%
COc1ccc(N2CCN(Cc3nnc(-c4ccc5c(c4)OCO5)o3)CC2)cc1	29%
COCCCNc1nc2c(S(=O)(=O)c3ccccc3)nnn2c2ccc(Cl)cc12	13%
COc1cccc([S+](=O)([O-])N2CCC3(C2)C(=O)N(Cc2ccccc2)c2ccccc23)c1 (stereo unspecified)	?
Cc1ccc(CNC(=O)c2ccc(-c3nnc4ccc(NC(=O)C5CCC5)cn34)cc2)cc1	?
Cc1cc(C)n(CCC(=O)N[C@@H]2[C@@H]3CCO[C@@H]3[C@@H]2C2CCCC2)c(=O)n1	-3%
Cc1nn(-c2ccc(C(C)(C)C)cc2)c(C)c1[C@@H]1C=C[C@@H](NC(=O)c2cccs2)C1	-7%[44.1 µM]
CCOC(=O)c1c(NC(=O)COc2cccc(C)c2C)sc2c1CCC(CC)C2 (stereo unspecified)	6%
CC(C)CN1C(=O)c2cccn2CC1C(=O)NCCN1CCOCC1 (stereo unspecified)	50%[activator]
COc1ccc(OC)c(CNC(=O)COc2ccc(NC(C)=O)cn2)c1	12%
Cc1ccccc1CN1CCCC2(Cc3ccccc3CNC2=O)C1 (stereo unspecified)	?
O=C(c1ccccc1)N1CCCCC12Cc1ccccc1NC2=O (stereo unspecified)	i
CCC[C@H]1CN(Cc2snnc2C(C)C)C[C@@H]1NC(=O)COC	7%
Cn1cc(CN2CCOC[C@H]2c2ncc(-c3ccc(S(C)(=O)=O)cc3)[nH]2)c2ccccc21	?
CSc1ccccc1-c1nnc(NC(=O)c2ccc3c(c2)OCCO3)o1	9%
COc1ccccc1N1CCN(S(=O)(=O)c2c(C)sc3ncn(CC(=O)Nc4ccccc4F)c(=O)c23)CC1	27%
O=C(CSc1nnc(-c2ccc(O)cc2)o1)c1ccc(Br)cc1	22%
Cc1ccc(C(=O)NC2CCN(c3ccc(F)cc3)C2=O)c(C)c1 (stereo unspecified)	-4%
Cc1ncsc1CN1CCCCC1c1nc(CCOc2ccc(F)cc2)no1 (stereo unspecified)	-27%
Cc1nn(CCCC(=O)NCc2ccccc2)c(=O)c2c1sc1ccccc12	-12%
Cn1ccc2c(OCC(=O)NCc3ccccc3)cccc2c1=O	38%[activator]
Cc1cccc(C(=O)N2C[C@@H](F)C[C@H]2C(=O)N2CCc3ccccc3C2)c1	12%
CCc1nc(-c2c3n(c(=O)n(CC(=O)NCc4ccc(F)cc4)c2=O)CCCC3)no1	-15%
CN(Cc1ccccc1)c1ccc2cc(S(=O)(=O)N3CCCCC3)ccc2n1	16%
Cc1nc(N2CCN(C(=O)C(C)Oc3ccccc3)CC2)cc(C(F)(F)F)n1 (stereo unspecified)	-13%
SMILES	Pf Dd2 growth
Cc1cc(C)n(-c2nc3ccccc3nc2Nc2cc(C(=O)O)ccc2C)n1	21%
O=C(Cc1cccs1)NC1CC(=O)N(c2cccc(F)c2)C1 (stereo unspecified)	i
COCC(=O)N[C@@H]1CN(Cc2cc(F)c(F)c(F)c2)C[C@H]1CO	33%
O=C(c1cccs1)N1CCCN(C(=O)C2CC2)c2ccccc21	-2%
Cc1nn(-c2nc(-c3ccc(F)cc3)cc(C(F)(F)F)n2)c(C)c1Br	?
CN(Cc1ccccc1)c1ccc(-c2nc(-c3ccco3)no2)cc1[N+](=O)[O-]	-25%
Cc1c(Cl)cccc1NC(=O)CSc1ncc2c(n1)-c1ccccc1N(C)S2(=O)=O	i
CC(C)c1ccc2oc(-c3cc(NC(=O)c4cccs4)ccc3Cl)nc2c1	i
COc1cccc(NC(=O)CSc2c3c(nc4ccccc24)CCCC3)c1	?
O=C(CCC(=O)N1CC2CCCN2c2ccccc21)NCc1ccccc1F (stereo unspecified)	i
Cc1ccc(-c2noc([C@@H]3Cc4nc[nH]c4CN3C(=O)Nc3cccc(F)c3)n2)cc1	?
CCCCOc1ccc(C(=O)N2CCN(CCc3ccccn3)CC2)cc1	48%[activator]
Cc1cccc(N(C)C(=O)C(Cc2ccccc2)NS(=O)(=O)c2cccc3nsnc23)c1 (stereo unspecified)	7%
CCCN(CCC)S(=O)(=O)c1ccc2c(c1)N(CC(=O)NC(C)c1ccccc1)C(=O)CS2 (stereo unspecified)	24%
CC1(C)[C@H](Cc2cc(CN3CCOCC3)on2)C[C@@H]1NC(=O)c1ccnc(Cl)c1	-4%[44.1 µM]
CCOC(=O)c1cc2c(=O)n3ccccc3nc2n(CC2CCCO2)c1=NC(=O)c1ccc(OCC)cc1 (stereo unspecified)	i
CCc1ccc(C(=O)N2CCC(n3cnnc3-c3ccccc3)CC2)cc1	?
O=C(CN1C(=O)NC(c2ccc(Cl)cc2)C2=C1COC2=O)Nc1ccc(F)c(Cl)c1 (stereo unspecified)	?
CCOc1ccc(CCNC(=O)c2cc3c(-c4ccc(OC)c(OC)c4)nn(C)c3s2)cc1OCC	?
CC(=O)c1ccc(NC(=O)N[C@H]2CO[C@H]3[C@@H]2OC[C@@H]3Nc2nccc(-c3cccs3)n2)cc1	-20%
O=C(c1ccc(C(F)(F)F)s1)N1CCCN(c2nnc3ccccn23)CC1	i
COCCN1CCCCCC(O)c2cc(C(=O)NCCCN3CCCC3=O)ccc21 (stereo unspecified)	i
CC(C)C(=O)N1CCC2(CC1)CC(N(Cc1ccc(F)cc1)C1CC1)CCO2 (stereo unspecified)	?
CCCCN1C(=O)c2ccccc2C(C(=O)NC(C)C)C12CCCCC2 (stereo unspecified)	-23%
CN1C(=O)CS(=O)C12CCN(C(=O)CCCc1ccccc1)CC2 (stereo unspecified)	1%
SMILES	Pf Dd2 growth
CC(=O)c1cccc(-n2c(=O)c3c4c(sc3n(CC(=O)c3ccccc3)c2=O)CN(C(C)=O)CC4)c1	-9%
NC(=O)[C@@H]1C[C@@H](O)[C@H](O)[C@@H]2NC(=S)N(CC3CCCCC3)[C@@H]21	12%[44.1 µM]
CC(C)NC(=O)c1ccc2c(c1)N(Cc1cccc(Cl)c1)C(=O)c1ccccc1S2=O (stereo unspecified)	23%
CC(C)CC(=O)N1CCC2(C1)C(=O)N(C)c1ccccc12 (stereo unspecified)	4%
Cc1cn2nnc(C(=O)N3CCC(C(=O)Nc4cccc(C(C)C)c4)CC3)c2c(=O)[nH]1	?
COc1cccc(-c2cn3c(n2)sc2cc(C(=O)NC4CCCCCC4)ccc23)c1	?
Cc1nc(C2CCCN(C(=O)C3(C(N)=O)CC3)C2)cc(N2CCCC2)n1 (stereo unspecified)	1%
CC(=O)c1ccc(NC(=O)O[C@@H]2CO[C@H]3[C@@H]2OC[C@@H]3NC(=O)NC2CCCCC2)cc1	-25%[44.1 µM]
COc1ccc(C(=O)N2CCC3(CC2)C(=O)Nc2cc(OCC4CC4)c(OC)cc23)cc1	-15%[44.1 µM]
COc1ccc(NC(=O)Nc2ccc(C)n(CC(=O)N3CCCC(C)C3)c2=O)cc1 (stereo unspecified)	-26%
CCOC(=O)N1CCC(NCc2cccnc2Oc2ccccc2C)CC1	?
Cn1cc(CN2C[C@H](C(=O)Nc3ccn(C)n3)C[C@@H]2c2cccc(C(F)(F)F)c2)cn1	i
Cc1nc(-c2cccc(F)c2)sc1CCNC(=O)C(=O)Nc1ccc2c(c1)OCO2	20%
COc1ccc(CCC(=O)N2CCC3(CC2)CC(C(=O)N2CCOCC2)N(C)C3)cc1 (stereo unspecified)	?
Cc1ccccc1CN1CCN2C(=O)N(C3CCCCC3)C[C@H]2C1	?
C=CCNC(=O)CN1CC2CC(C1)[C@H]1CCCC(=O)N1C2 (stereo partly specified)	-5%
CC(C)=CC(=O)N1CC[C@H](NC(=O)NC(C)C)[C@H]1C(=O)N[C@H](Cc1c[nH]c2ccccc12)C(N)=O	-6%
Cc1ccc2oc(CN3CCCn4nc(C(O)CN(C)C)cc4C3)c(C)c2c1 (stereo unspecified)	?
C=CCOC(=O)C1=C(C)N=C2SC=C(CC(=O)NC3CC3)N2C1c1cc(OC)cc(OC)c1 (stereo unspecified)	-13%
Cc1nn2c(=O)cc(COC(=O)c3cccc(NC(=O)c4ccc(F)cc4)c3)nc2s1	?
CCCNC(=O)Cn1ccn2nc(-c3ccc(F)cc3)c(CO)c2c1=O	-23%
CSc1ncc(CN2CCC(n3nccc3NC(=O)Cc3ccccc3)CC2)cn1	-19%
CCN(CC)C1CCOC2(CCN(C(=O)c3sc(C)nc3C)CC2)C1 (stereo unspecified)	47%[activator]
CCn1nccc1C(=O)N1CCCCCCNC(=O)CC1	i
Cc1cccc(C(=O)N2CCc3[nH]nc(C(=O)N(C)C)c3C2)c1	i

For reference, some entries already given:
SMILES	Pf Dd2 growth
CCOC(=O)N1CCC(NCc2cccnc2Oc2ccccc2C)CC1	?
Cn1cc(CN2C[C@H](C(=O)Nc3ccn(C)n3)C[C@@H]2c2cccc(C(F)(F)F)c2)cn1	i
Cc1nc(-c2cccc(F)c2)sc1CCNC(=O)C(=O)Nc1ccc2c(c1)OCO2	20%
COc1ccc(CCC(=O)N2CCC3(CC2)CC(C(=O)N2CCOCC2)N(C)C3)cc1 (stereo unspecified)	?
Cc1ccccc1CN1CCN2C(=O)N(C3CCCCC3)C[C@H]2C1	?
C=CCNC(=O)CN1CC2CC(C1)[C@H]1CCCC(=O)N1C2 (stereo partly specified)	-5%
CC(C)=CC(=O)N1CC[C@H](NC(=O)NC(C)C)[C@H]1C(=O)N[C@H](Cc1c[nH]c2ccccc12)C(N)=O	-6%
Cc1ccc2oc(CN3CCCn4nc(C(O)CN(C)C)cc4C3)c(C)c2c1 (stereo unspecified)	?
C=CCOC(=O)C1=C(C)N=C2SC=C(CC(=O)NC3CC3)N2C1c1cc(OC)cc(OC)c1 (stereo unspecified)	-13%
Cc1nn2c(=O)cc(COC(=O)c3cccc(NC(=O)c4ccc(F)cc4)c3)nc2s1	?
CCCNC(=O)Cn1ccn2nc(-c3ccc(F)cc3)c(CO)c2c1=O	-23%
CSc1ncc(CN2CCC(n3nccc3NC(=O)Cc3ccccc3)CC2)cn1	-19%
CCN(CC)C1CCOC2(CCN(C(=O)c3sc(C)nc3C)CC2)C1 (stereo unspecified)	47%[activator]
CCn1nccc1C(=O)N1CCCCCCNC(=O)CC1	i
Cc1cccc(C(=O)N2CCc3[nH]nc(C(=O)N(C)C)c3C2)c1	i

Other records:
SMILES	Pf Dd2 growth
COc1ccccc1CNC(=O)C1CCN(S(=O)(=O)c2ccc3c(ccn3C)c2)CC1	-15%
COC(=O)c1nc(NC(=O)Cn2nc3c(cc2=O)CCCCC3)sc1C	-12%
COCc1nc(CNC(=O)c2sc3cccc(F)c3c2Cl)no1	-22%
CCOC(=O)CSc1nc2sc3c(c2c(=O)n1Cc1ccccc1)CC(C(C)C)OC3 (stereo unspecified)	-7%
Cc1ccc(-c2nc(C(=O)NCc3ccc(F)cc3Cl)no2)cc1	i
COc1cccc(N2C(=O)NC(=NC3CCCCC3)C23CCN(Cc2ccsc2)CC3)c1	?
COc1cccc(CN2CCc3nc(N4CCOCC4)[nH]c(=O)c3CC2)c1OC	?
Cc1cc(C)cc(NC(=O)CCC(=O)N2CCSc3ccccc32)c1	-1%
O=C(Cn1cccc1-c1nc(-c2ccc3c(c2)OCO3)no1)NCc1ccc(F)cc1	?
Cc1cc(CN2CCC(N3CCOCC3=O)CC2)no1	15%&95%[44.1 µM]
Cc1ccc(-n2cc(CN3CCN(C)C(CCO)C3)cn2)cc1 (stereo unspecified)	-22%

Bioassay records from PubChem BioAssay.

An excerpt (hit frequency here may not be typical).
